APOBEC3G inh = APOBEC3G DNA deaminase inhibitors, primary screen, biochemical, fluorescence, single-stranded DNA substrate, uHTS. inhibition, % at 20 µM. AID 493012, 2011. recombinant A3G, ssDNA deamination FAM/TAMRA fluorescence. hit rate 0.28% among 330,000. DNA dC->dU-editing enzyme APOBEC-3G (Homo sapiens), Q9HC16;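 active = inhibition of at least 40% at 20 µM, with no more than 30% in the related APOBEC3A deaminase screen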;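 note: plate controls were DMSO wells with A3G for no effect and wells lacking A3G enzyme for full effect; some compounds called inactive have numbers as strong as hits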
Target sequence (Q9HC16 whole entry, looked up): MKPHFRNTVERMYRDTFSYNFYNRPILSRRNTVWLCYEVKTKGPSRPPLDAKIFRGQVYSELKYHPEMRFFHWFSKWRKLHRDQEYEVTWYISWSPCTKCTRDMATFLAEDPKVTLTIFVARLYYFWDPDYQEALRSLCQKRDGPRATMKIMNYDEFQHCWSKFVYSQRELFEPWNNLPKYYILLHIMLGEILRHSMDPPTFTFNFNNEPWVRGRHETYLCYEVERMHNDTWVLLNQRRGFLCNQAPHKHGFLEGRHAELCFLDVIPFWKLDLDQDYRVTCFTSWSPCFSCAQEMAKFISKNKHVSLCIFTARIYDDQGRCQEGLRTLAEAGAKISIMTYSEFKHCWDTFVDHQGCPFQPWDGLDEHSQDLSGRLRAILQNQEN
MPTP inh = mitochondrial permeability transition pore inhibitors, primary screen, biochemical, isolated mouse mitochondria, absorbance. Ca2+ swelling absorbance, 30 min. inhibition, % at 10 µM. hit rate 1.4% among 360,000;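 active = inhibition of 50% or more, scaled per plate between neutral and stimulator controls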;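 note: 0% = DMSO wells given calcium and 100% = 1 mM EGTA wells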
MIN6 prolif = inducers of MIN6 beta-cell proliferation, primary screen, ATP luminescence, uHTS. MIN6 cells proliferation, ATPlite luminescence, 48 h; cells starved in 0.2% serum; 100% = growth in 10% serum. proliferation, % at 10 µM. hit rate 0.29% among 330,000. AID 2380, 2010;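 active = compounds whose signal lies at least 3.5 SD above the mean of all wells on their plate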;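 note: 0% = DMSO-treated cells in low-serum medium and 100% = 10% serum control; some compounds called inactive have numbers as strong as hits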
mIAP activ = activators of mouse IAP, primary screen, biochemical, luminescence, uHTS; intestinal alkaline phosphatase [Mus musculus]; muIAP, CDP-Star luminescence, 30 min; active compounds read high; 1 = vehicle-only enzyme signal, 0 = enzyme-free wells; activation factor at 10 µM; hit rate 0.24% among 330,000; AID 2805, 2010;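 active = activation factor of at least 2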; note: the source names both 10 and 20 µM as test concentration; values of inactives mirror those of a sister screen read the other way
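also added = chemiluminescent substrate CDP-Star | test system = mouse IAP enzyme | signal = chemiluminescence readout | compound = DMSO-dissolved test compounds | incubation = 30 min at room temperature | benchmarks = DMSO wells, no-enzyme wells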
A3A deaminase = APOBEC3A ssDNA deaminase inhibitors, primary screen, selectivity assay for APOBEC3G inhibitor project, biochemical, FAM/TAMRA oligo cleavage fluorescence; DNA dC->dU-editing enzyme APOBEC-3A (Homo sapiens), P31941; recombinant A3A, FAM/TAMRA ssDNA deamination fluorescence; inhibition, % at 20 µM; hit rate 0.41% among 330,000;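 active = at least 40% inhibition at 20 µM here, with at most 30% in a related deaminase screen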;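 note: plate controls were A3A with DMSO for no effect and wells lacking A3A enzyme for full effect; some results filed as inactive read as strong as hits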
Target sequence (P31941 whole entry, looked up): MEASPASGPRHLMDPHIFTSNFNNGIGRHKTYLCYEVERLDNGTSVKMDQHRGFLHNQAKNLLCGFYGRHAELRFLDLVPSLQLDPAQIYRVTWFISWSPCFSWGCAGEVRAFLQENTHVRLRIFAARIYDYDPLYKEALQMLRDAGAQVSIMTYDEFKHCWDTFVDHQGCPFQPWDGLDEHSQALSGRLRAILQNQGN
mIAP inh = inhibitors of mouse IAP, primary screen, biochemical, luminescence, uHTS | AID 2806, 2010 | hit rate 0.2% among 330,000 | inhibition, % at 10 µM | intestinal alkaline phosphatase [Mus musculus] | purified mouse IAP, CDP-Star luminescence, 30 min;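 active = inhibition of at least 40% at 10 µM in the primary screen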;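 note: plate controls were DMSO with enzyme for no effect and no enzyme wells for full effect; values of inactives mirror those of a sister screen read the other way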
hIAP inh = human IAP inhibitors, primary screen, biochemical, luminescence, uHTS; purified IAP, CDP-Star luminescence, 30 min; inhibition, % at 10 µM; hit rate 0.12% among 330,000; AID 2544, 2010;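 active = inhibition reaching a set limit with compound at 10 µM in the primary screen, cut at about 35% in these data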;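 note: plate controls were DMSO wells with enzyme for no effect and no-enzyme buffer wells for full effect; values of inactives mirror those of a sister screen read the other way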
Target sequence (P09923 whole entry, looked up): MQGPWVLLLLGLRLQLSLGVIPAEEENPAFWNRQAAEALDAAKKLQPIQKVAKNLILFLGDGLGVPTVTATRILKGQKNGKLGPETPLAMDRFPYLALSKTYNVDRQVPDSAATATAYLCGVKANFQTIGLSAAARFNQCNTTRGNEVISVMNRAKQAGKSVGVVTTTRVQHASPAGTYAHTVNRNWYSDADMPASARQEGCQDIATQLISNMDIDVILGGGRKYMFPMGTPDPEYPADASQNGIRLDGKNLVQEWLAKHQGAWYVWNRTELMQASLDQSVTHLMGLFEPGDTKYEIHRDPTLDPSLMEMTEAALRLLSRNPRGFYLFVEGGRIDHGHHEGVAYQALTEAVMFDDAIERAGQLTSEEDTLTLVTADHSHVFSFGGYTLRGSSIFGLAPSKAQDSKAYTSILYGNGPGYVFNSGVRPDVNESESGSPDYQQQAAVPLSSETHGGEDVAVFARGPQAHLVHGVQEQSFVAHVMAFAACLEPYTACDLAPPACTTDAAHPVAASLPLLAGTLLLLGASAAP
hIAP act = human IAP activators, primary screen, biochemical, luminescence, uHTS | activation factor at 10 µM | Intestinal-type alkaline phosphatase (Homo sapiens), P09923 | purified human IAP, CDP-Star luminescence, 30 min; active compounds read high; 1 = vehicle-only enzyme, 0 = enzyme-free background | hit rate 0.16% among 330,000;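 active = activation factor of the enzyme at least 2-fold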; note: the source names both 10 and 20 µM as test concentration; values of inactives mirror those of a sister screen read the other way
GRIN3A LBD mod = binders of NR3A ligand-binding domain, primary screen, biophysical, differential scanning fluorimetry, uHTS. Glutamate receptor ionotropic, NMDA 3A (GRIN3A) ligand-binding domain. NR3A LBD differential scanning fluorimetry, Tm shift; 0% = protein alone, 100% = glycine-bound protein. Tm shift relative to glycine control, % at 25 µM. hit rate 2.5% among 340,000. AID 1259313, 2017;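 active = melting temperature shift of at least 10% of the positive control shift, at one fixed dose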
An asterisk follows results filed as active; & = joins results of further samples.

SMILES	APOBEC3G inh	MPTP inh	MIN6 prolif	mIAP activ	A3A deaminase	mIAP inh	hIAP inh	hIAP act	GRIN3A LBD mod
O=C(COc1ccc2ccccc2c1)N[C@@H](C(=O)O)c1ccc(O)cc1	-6	0.1	-2	1	-7	-3	-25	1.2	1
Cc1nc(NC(=O)CSc2nc3ccccc3s2)sc1C(=O)N(C)C	-7	-0.2	0	1	-2	-1	-11	1.1	-3
C=CCNCCOCCSc1ccc(Cl)cc1	-10	22	-2	1.1	-2	-7	1	0.99	-1
CCOC(=O)N1CCN(C(=O)C2CCN(S(=O)(=O)N3CCCC3)CC2)CC1	-1	-0.9	0	1	-1	-1	0	1	0
Cc1ccc(CNS(=O)(=O)c2ccc3c(c2)n(C)c(=O)c(=O)n3C)cc1	-10	-0.8	0	1.1	1	-10	-8	1.1	0
O=C(CSc1nccn1Cc1ccccc1)NCc1ccccc1	-1	-1.8	-2	1.1	-2	-6	-4	1	1
NC(=O)C1CCN(C(=O)/C(=C/c2ccco2)NC(=O)c2ccccc2)CC1	-4	0.7	0	1	0	-4	0	1	-1
Cc1cc2nc(N3C(=O)CNC3=S)sc2cc1C	-8	-1.5	-5	0.9	-1	10	-54	1.5	5
CCc1c(C)nc(N)nc1OCC(F)(F)C(F)F	-2	1.0	0	1	4	-3	-22	1.2	0
COc1ccc(S(=O)(=O)N(CCC(N)=O)Cc2ccco2)cc1OC	-3	1.1	-3	0.94	-4	6	-1	1	1
C=CCOc1ccc(CNn2cn[nH]c2=S)cc1OC	15	-0.7	1	0.95	-3	5	8	0.92	0
Cc1cc(=O)oc2cc(Oc3ccc([N+](=O)[O-])cc3C(F)(F)F)ccc12	-2	0.6	-1	0.94	-1	6	-6	1.1	-12
O=C(NCc1cccs1)Nc1cccs1	-7	0.4	-4	0.96	-3	4	10	0.9	-2
Cc1ccc2[nH]c3c(c2c1)CCCC3NC(=O)CCl (stereo not given)	3	0.2	-4	0.94	-5	6	-22	1.2	0
COc1ccc2c(c1)c(=O)oc1cc(OCC(=O)N3CCc4ccccc4C3)ccc12	11	9.6	-1	0.94	45*	6	1	0.99	-1
CC(C)C(NS(=O)(=O)c1ccccc1)C(=O)OCC(=O)NNC(=O)c1ccccc1 (stereo not given)	-4	-2.2	1	0.92	-1	8	-19	1.2	-1
COC(=O)c1ccc2c(=O)n(CCN3CCOCC3)c(SCC(=O)NCc3ccccc3)nc2c1	-3	-1.5	-1	0.84	5	16	6	0.94	1
CCOC(=O)c1cnc2ccc(OCC)cc2c1NCc1ccccc1OC	-5	85*	-3	1	-4	-2	-3	1	20*
CCOC(=O)C1(Cc2ccc(Cl)cc2)CCN(C(=O)c2cscn2)CC1	-1	-1.1	1	0.96	-2	4	9	0.91	-6
O=C(Nc1ccc2c(c1)nc1n2CCN(Cc2ccccc2)C1)c1cccs1	2	-2.4	-4	1	2	-5	-8	1.1	0
O=C(Nc1ccccc1)c1ccc(NC2CCCCC2)c(S(=O)(=O)N2CCOCC2)c1	4	18	-3	1.4	4	-40	10	0.9	-4
COc1ccc(/C=N/Nc2nonc2N)cc1OC	1	1.1	-2	0.88	2	12	12	0.88	-8
COc1ccc(CCNC(=O)c2ccc(Cl)c(S(=O)(=O)N3CCCC3)c2)cc1	-7	1.9	-1	0.98	-5	2	9	0.91	-1
NS(=O)(=O)c1ccc(CNS(=O)(=O)c2ccc3c(c2)OCCO3)cc1	-5	-0.1	1	1	-4	0	2	0.98	-1
CCOc1cccc(/C(O)=C2/C(=O)C(=O)N(CCOC)C2c2ccncc2)c1 (stereo not given)	1	-6.2	1	1	6	0	-6	1.1	-1
CCOC(=O)CC(=O)Nc1ccccc1C(=O)O	-10	-1.3	0	0.92	-2	8	-2	1	1
Cc1cccc(NC(=O)Nc2ccc(C)c(C)c2)n1	1	1.1	-1	1	1	-4	13	0.87	0
CN(CCc1ccccn1)C(=O)Nc1ccc(Cl)cc1	-4	1.5	-1	1.2	-2	-17	6	0.94	2
Cc1ccc(-c2csc3nc[nH]c(=O)c23)cc1	-2	0.2	-2	0.87	0	13	7	0.93	0
CCc1nnc(NC(=O)C2Cc3ccccc3CN2S(=O)(=O)c2c(C)c(C)cc(C)c2C)s1 (stereo not given)	-6	-0.1	-5	0.92	1	8	6	0.94	-1

4 structures from above, ordered by molar mass, lowest first:
SMILES	APOBEC3G inh	MPTP inh	MIN6 prolif	mIAP activ	A3A deaminase	mIAP inh	hIAP inh	hIAP act	GRIN3A LBD mod
CN(CCc1ccccn1)C(=O)Nc1ccc(Cl)cc1	-4	1.5	-1	1.2	-2	-17	6	0.94	2
CCOC(=O)c1cnc2ccc(OCC)cc2c1NCc1ccccc1OC	-5	85*	-3	1	-4	-2	-3	1	20*
NS(=O)(=O)c1ccc(CNS(=O)(=O)c2ccc3c(c2)OCCO3)cc1	-5	-0.1	1	1	-4	0	2	0.98	-1
O=C(Nc1ccc2c(c1)nc1n2CCN(Cc2ccccc2)C1)c1cccs1	2	-2.4	-4	1	2	-5	-8	1.1	0

Additional results
SMILES	APOBEC3G inh	MPTP inh	MIN6 prolif	mIAP activ	A3A deaminase	mIAP inh	hIAP inh	hIAP act	GRIN3A LBD mod
CC(=O)Nc1ccc(NC(=O)CCc2nc3sc4c(c3c(=O)[nH]2)CCCC4)cc1	-1	0.2	2	0.93	2	8	-8	1.1	-1
COc1ccc(Oc2ncnc3c2ncn3Cc2ccccc2)cc1	-4	-1.0	3	1.1	-3	-7	24	0.76	0
CC(=O)c1cccc(NC(=O)C(OC(=O)/C=C/c2ccc3c(c2)OCO3)c2ccccc2)c1 (stereo not given)	-7	5.4	-3	1	1	-1	-16	1.2	-3
CCn1nc(C(=O)Nc2cccc(S(=O)(=O)N3CCCC3)c2)c2ccccc2c1=O	-9	0.8	-1	0.94	-4	6	-6	1.1	1
COC(c1ccccc1)c1nnc(CCC(=O)NC2CCCCC2)o1 (stereo not given)	-5	-4.7	0	1	-1	-4	-15	1.1	5
CCN(CC(=O)Nc1c(F)cccc1F)C(=O)c1ccc2c(c1)OCO2	-8	0.7	2	0.99	0	1	-2	1	0
CCCCCCS(=O)Cc1ccccc1 (stereo not given)	1	-2.0	2	1.1	-1	-5	13	0.87	1
Cc1ccnc(Cc2ccccc2)n1	-3	-1.0	-2	1	-1	0	6	0.94	-2
NC(=O)CC(NC(=O)Cc1cccc2ccccc12)c1ccc(N2CCC(N3CCCCC3)CC2)c([N+](=O)[O-])c1 (stereo not given)	-3	0.8	-3	0.89	-3	11	-14	1.1	-1
CCOC(OCC)P(=O)(c1ccccc1)c1ccccc1	-4	0.7	-3	0.99	-1	1	0	1	-1
O=C(c1cccs1)N1CCN(C(=O)c2ccco2)c2ccccc2C1	-6	-3.5	-2	0.93	-4	7	-3	1	5
c1ccc(-c2nn[nH]n2)cc1	-1	3.7	-1	0.93	0	7	-1	1	1
O=[N+]([O-])c1ccc(N2CCCC2)cc1NCc1ccccc1	-8	4.1	2	0.71	-4	29	13	0.87	-2
CCCCCCCNC(=O)C1(CC2CC(c3cccc(Br)c3)=NO2)CCN(C(=O)Cc2ccc(F)cc2)CC1 (stereo not given)	-12	0.5	-8	1.3	-4	-28	12	0.88	-5
CCCC(=O)N/N=C1\CS(=O)(=O)N(C)c2ccsc21	-4	-0.7	-6	1.1	0	-11	-2	1	-1
N#C/C(=C\c1ccc(N2CCOCC2)o1)C(=O)NCC1CCCO1 (stereo not given)	0	0.5	-1	0.75	1	25	-7	1.1	-5
NNC(=O)c1nc(-c2ccccc2)cc(-c2ccccc2)n1	-8	-0.3	0	0.87	-3	13	-4	1	3
CS(=O)(=O)N(CC(=O)NCCSCc1ccccc1Cl)c1ccccc1F	1	-0.9	-1	0.95	-5	5	-6	1.1	1
Clc1ccc(-c2nc3ccccn3c2CN2CCSCC2)cc1	-6	0.4	1	1.1	-1	-6	-7	1.1	-4
COc1ccc(-c2ccc3c(c2)S(=O)(=O)c2cccc(C(=O)NCc4ccccc4Cl)c2C3=O)cc1OC	-8	0.1	-4	0.97	2	3	-9	1.1	-5
O=C(c1ccc([N+](=O)[O-])s1)N1CCN(c2cccc(Cl)c2)CC1	0	3.0	0	0.83	3	17	-20	1.2	7
O=C(Cc1ncc(C(F)(F)F)cc1Cl)NCc1cccnc1	-6	-1.1	0	0.94	-3	6	14	0.86	1
CC(C)(Cc1ccc(O)cc1)NC(=O)CC(=O)N/N=C/c1ccc([N+](=O)[O-])cc1	-4	1.7	-4	0.89	-2	11	3	0.97	-2
CCCCNS(=O)(=O)c1ccc(OC)cc1	-9	0.2	2	1	-8	0	-15	1.1	-1
Cc1ccc2nc(NC(=O)COC(=O)c3ccc(Br)o3)sc2c1	-2	-0.1	-6	0.92	8	8	-4	1	2
O=c1c(C/C=C/c2ccccc2)c(O)ccn1Cc1cccc(Cl)c1	-1	-1.7	-2	0.99	3	1	-8	1.1	0
COc1ccc(NC(=O)CN(C)CC(=O)Nc2cccc(C(C)=O)c2)cc1	-8	-1.3	0	1	-2	-3	-9	1.1	-1
CCOc1ccc(S(=O)(=O)Nc2cc(NS(=O)(=O)c3ccc(OCC)cc3)cc(C(=O)O)c2)cc1	5	1.2	-4	0.86	20	14	-14	1.1	-8
O=C(COc1ccc(S(=O)(=O)NC2CCCCC2)cc1)N1CCN(c2ccc(F)cc2)CC1	-9	-1.0	-3	1.1	-5	-12	16	0.84	-25
COc1ccccc1N1CCN(CCN(C(=O)C2CCCCC2)c2ccccn2)CC1	-2	0.4&-0.3	-3	0.98	-1	2	-2	1	-2&-1

Two compounds drawn at random from the list so far, as already listed:
SMILES	APOBEC3G inh	MPTP inh	MIN6 prolif	mIAP activ	A3A deaminase	mIAP inh	hIAP inh	hIAP act	GRIN3A LBD mod
Cc1ccc2nc(NC(=O)COC(=O)c3ccc(Br)o3)sc2c1	-2	-0.1	-6	0.92	8	8	-4	1	2
COC(=O)c1ccc2c(=O)n(CCN3CCOCC3)c(SCC(=O)NCc3ccccc3)nc2c1	-3	-1.5	-1	0.84	5	16	6	0.94	1

Some of the entries so far, with values under each structure:
Below each SMILES – APOBEC3G inh, MPTP inh, MIN6 prolif, mIAP activ, A3A deaminase, mIAP inh, hIAP inh, hIAP act, GRIN3A LBD mod
- CS(=O)(=O)N(CC(=O)NCCSCc1ccccc1Cl)c1ccccc1F
  1, -0.9, -1, 0.95, -5, 5, -6, 1.1, 1
- Clc1ccc(-c2nc3ccccn3c2CN2CCSCC2)cc1
  -6, 0.4, 1, 1.1, -1, -6, -7, 1.1, -4
- COc1ccc(-c2ccc3c(c2)S(=O)(=O)c2cccc(C(=O)NCc4ccccc4Cl)c2C3=O)cc1OC
  -8, 0.1, -4, 0.97, 2, 3, -9, 1.1, -5
- O=C(c1ccc([N+](=O)[O-])s1)N1CCN(c2cccc(Cl)c2)CC1
  0, 3.0, 0, 0.83, 3, 17, -20, 1.2, 7
- O=C(Cc1ncc(C(F)(F)F)cc1Cl)NCc1cccnc1
  -6, -1.1, 0, 0.94, -3, 6, 14, 0.86, 1

High-throughput results from PubChem BioAssay.
